Screening results (PubChem)
PV pol inh – inhibitors of poliovirus RNA polymerase binding and polymerization. P03300. poliovirus polymerase elongation, fluorescence polarization; stronger effect = lower value. % elongation, % (compound at 16.7 µg/mL). hit rate 0.66% among 150,000; in the data active means % elongation below about 90%; further: some results filed as inactive read as strong as hits
Target sequence (P03300 1749-2209 limits assumed): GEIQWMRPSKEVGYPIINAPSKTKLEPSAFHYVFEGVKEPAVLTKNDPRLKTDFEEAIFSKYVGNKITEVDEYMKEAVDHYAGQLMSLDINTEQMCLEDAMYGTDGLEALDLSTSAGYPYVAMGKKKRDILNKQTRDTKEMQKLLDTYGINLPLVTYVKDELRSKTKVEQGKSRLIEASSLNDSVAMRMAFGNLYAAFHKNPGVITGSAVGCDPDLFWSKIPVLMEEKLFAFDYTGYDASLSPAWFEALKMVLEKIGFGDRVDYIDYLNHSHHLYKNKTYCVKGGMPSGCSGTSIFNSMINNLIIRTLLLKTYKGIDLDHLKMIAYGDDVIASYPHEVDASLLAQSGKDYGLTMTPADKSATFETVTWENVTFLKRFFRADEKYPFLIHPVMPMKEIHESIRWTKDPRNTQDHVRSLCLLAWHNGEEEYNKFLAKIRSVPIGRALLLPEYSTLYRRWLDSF
PV pol inh FP z-score – also measured in PV pol inh; calls as there; z-score; measured here: FP z-score; hits read low
Starred values were filed as active, the others as inactive. These rows are one share of the data. The share of hits here may be higher or lower than overall.

SMILES | PV pol inh | PV pol inh FP z-score
Cc1cc(N2CCC(C)CC2)nc2ccc(NC(=O)CCC(=O)N3CCN(c4ccccc4F)CC3)cc12 | 103 | -0.5
Nc1c(C(=O)NCc2cccs2)nnn1CC(=O)Nc1cccc(F)c1 | 115 | 1.8
COc1cc(C(F)(F)F)cc(C(F)(F)F)c1C(=O)N1CCC(C(=O)c2ccc(Cl)cc2)CC1 | 105 | 0.3
CCCCn1c2c(c(=O)n(C)c1=O)C(c1ccc(OC)cc1)C1=C(CCCC1=O)N2 (centres undefined) | 108 | 0.2
COc1cc(CNCCSc2nnnn2C)ccc1OCc1ccccc1C | 109 | 1.2
CCOc1ccccc1CNC(=O)CCCn1c(=O)c2cccn2c2cccnc21 | 104 | -0.5
COc1ccc2oc(C(=O)OCc3cccc(S(=O)(=O)N4CCOCC4)c3)c(C)c2c1 | 103 | 0.1
COC(=O)c1cc(=O)n(-c2ccccc2C(F)(F)F)[nH]1 | 103 | 0.6
CC(C)Cn1c(=N)c(C#N)cc2c(=O)n3ccccc3nc21 | 101 | 0
c1ccc2c(c1)CN1CCCCN1C2 | 102 | 0.1
CC1(C)CC(NC(=O)c2ccc(C(=O)c3ccccc3)o2)CC(C)(C)N1 | 101 | -0.1
C1=C(c2cccc3ccccc23)N2CCN=C2S1 | 103 | 0.4
CCCN(CCC)C(=O)c1cc2c(n(-c3ccc(Cl)c(Cl)c3)c1=O)CC(C)(C)CC2=O | 102 | 0.2
S=c1sscc1-c1ccccc1 | 53* | -4.5*
COc1ccc(CC(=O)n2c(=O)oc3ccc(C)cc32)cc1 | 98 | -1.2
CCCc1nc(C(C#N)c2ccc(F)cc2)c2nnn(Cc3ccccc3)c2n1 (centres undefined) | 102 | 0.3
N#CC1=C(SCC(N)=O)NC2=C(C(=O)CCC2)C1c1ccco1 (centres undefined) | 102 | -0.1
Fc1ccc(CN2CCN(Cc3ccccc3)CC2)cc1 | 98 | -0.5
Cc1ccc(-n2ncc3c(N4CCN(Cc5ccccc5)CC4)ncnc32)cc1C | 100 | -1.2
NC(CO)(CO)COCc1ccccc1 | 105 | 0.6

Single records, as listed above. Order of values: PV pol inh, PV pol inh FP z-score
Entry for COc1cc(CNCCSc2nnnn2C)ccc1OCc1ccccc1C = 109, 1.2
Entry for CCCN(CCC)C(=O)c1cc2c(n(-c3ccc(Cl)c(Cl)c3)c1=O)CC(C)(C)CC2=O = 102, 0.2
Entry for COc1cc(C(F)(F)F)cc(C(F)(F)F)c1C(=O)N1CCC(C(=O)c2ccc(Cl)cc2)CC1 = 105, 0.3
Entry for COC(=O)c1cc(=O)n(-c2ccccc2C(F)(F)F)[nH]1 = 103, 0.6

(cont.)
SMILES | PV pol inh | PV pol inh FP z-score
O=c1oc2ccc(Cl)cc2c(=O)n1-c1cccc(C(F)(F)F)c1 | 102 | 0.1
CCOc1ccc(C(=O)Nc2ccc(S(=O)(=O)N3CCCCC3c3cccnc3)cc2)cc1 (centres undefined) | 101 | -1.6
COc1cccc(NC(=O)Cn2c(C)cc(C)c(C#N)c2=O)c1 | 102 | 0.1
O=C(COC(=O)/C=C/c1cccs1)Nc1ccccc1 | 100 | -0.7
N#Cc1c(=O)c2nc(NCCc3ccccc3)ncc2n2c(=O)c3cc(Br)ccc3[nH]c12 | 115 | 1.2
Cc1c(NS(=O)(=O)c2cccc(C(=O)N3CCN(c4ccccc4F)CC3)c2)c(=O)n(-c2ccccc2)n1C | 93 | -0.8
O=C(NC1C2CC3CC(C2)CC1C3)c1cccnc1Cl (centres undefined) | 103 | 0.2
CCOC(=O)c1scc(-c2ccc(C)cc2)c1S(=O)(=O)Nc1cccc(CC)c1 | 100 | -1.5
c1ccc(CN2CCC(=NNc3nncc4ccccc34)CC2)cc1 | 97 | -0.4
O=C(CC12CC3CC(CC(C3)C1)C2)Nc1cccc(-c2nn3cnnc3s2)c1 | 99 | -0.4
O=C(O)CSc1c2c(nc3cc(C(=O)Nc4cccc(C(F)(F)F)c4)ccc13)CCCC2 | 103 | 0.3
Cc1nc2c3ccccc3nc(NN3C(=O)CCC3=O)n2n1 | 100 | -0.7
CCCCC1(C)OC(=O)C(=Cc2ccc(O)cc2)C(=O)O1 (centres undefined) | 101 | 0.4
COc1cccc(-n2nnnc2S(=O)(=O)Cc2ccccc2)c1 | 100 | -0.3
CC1CCC(N2CCN(Cc3cccc(F)c3)CC2)CC1 (centres undefined) | 102 | 0
O=c1[nH]c2ccc(Cl)cc2c(-c2ccccc2)c1N1CCCC1 | 106 | 0.1
CC1Cc2cc(S(=O)(=O)Nc3ccc(F)cc3)ccc2N1C(=O)C1CCC1 (centres undefined) | 99 | -1.1
Cc1cc(C)nc(NCCS)n1 | 101 | -0.5
O=S1(=O)CCC(SCc2nc3ccccn3c2Br)C1 (centres undefined) | 103 | -0.1
CCOc1ccc(C(=O)Nc2ccc3nc(Nc4cccc(C(F)(F)F)c4)cc(C)c3c2)cc1OCC | 113 | 1.5

Individual results from the results shown.
Entry for O=C(O)CSc1c2c(nc3cc(C(=O)Nc4cccc(C(F)(F)F)c4)ccc13)CCCC2 in PV pol inh FP z-score: 0.3
Entry for O=C(CC12CC3CC(CC(C3)C1)C2)Nc1cccc(-c2nn3cnnc3s2)c1 in PV pol inh FP z-score: -0.4

(continued)
SMILES | PV pol inh | PV pol inh FP z-score
CCc1c(C(=O)NCc2cnn(C)c2)csc1C | 100 | 0
COC(=O)c1ccc(C=Nc2ccc3oc(-c4cccc(OC)c4)nc3c2)cc1 | 102 | 0.1
O=C1CN(C(=O)c2ccc(S(=O)(=O)N3CCCCC3)cc2)C(c2ccc(F)cc2)c2cc(Br)ccc2N1 (centres undefined) | 101 | -0.5
CCCCNc1nc(Oc2ccc(=O)n(C)n2)nc(N2CCOCC2)n1 | 111 | 0.7
COc1cc2c(cc1OC)n(CC(=O)c1ccc(F)cc1)c(=O)n1nc(CCn3nc(C)cc3C)nc21 | 110 | 0.7
Cc1cccc(S(=O)(=O)c2cn(C)c3cc(N4CCN(c5ccc(F)cc5)CC4)c(F)cc3c2=O)c1 | 103 | -1.1
CC(C)(C)OC(=O)N1CCC(c2c(C(=O)N3CCN(c4ccccc4F)CC3)cnn2-c2ccccc2Cl)CC1 | 110 | 0.3
CC(=C1C(=O)c2ccccc2C1=O)N1CCN(CCN=CC2=C(O)CC(c3ccc(C)cc3)CC2=O)CC1 (centres undefined) | 102 | 0.1
O=C(Nc1cccc(C(=O)N2CCCC2)c1)C1=CSCCO1 | 101 | 0.1
Cc1cc(C)n(-c2ncnc3scc(-c4ccccc4)c23)n1 | 102 | -0.1
CS(=O)(=O)Nc1nnc(SCCCc2ccccc2)s1 | 99 | -1.5
Cc1cccc(C)c1NC(=O)C1CCCN(S(=O)(=O)c2c(C)noc2/C=C/N(C)C)C1 (centres undefined) | 104 | 0
CCOC(=O)C1CCCN(C(=O)Cn2ncc3c(C)n(Cc4ccc(F)cc4)c(C)c3c2=O)C1 (centres undefined) | 110 | 0.7
COc1ccc(NC(=O)c2cccc(S(=O)(=O)N3CCN(C)CC3)c2)c(OC)c1 | 106 | 0.5
COc1ccc(CCNC(=O)CCN2N=C(c3ccccc3)CCC2=O)cc1OC | 97 | -1.5
O=C(CNc1ccccc1N1CCCCC1)N1CCc2ccccc21 | 102 | 0.1
COC(=O)NC(O)C(=O)c1ccccc1 (centres undefined) | 105 | 0.7
CCOC(=O)CC(=O)CSc1nc2ccccc2c(=O)n1CCc1ccc(S(N)(=O)=O)cc1 | 104 | -0.4
Cc1c(C(=O)OCC(=O)N2CCCC2)oc2ccccc12 | 102 | 0
CCN1c2ccccc2NC1SCC(=O)Nc1ccc(Cl)cc1 (centres undefined) | 100 | -0.4

Next section.
SMILES | PV pol inh | PV pol inh FP z-score
Cc1c(Cl)cccc1NC(=O)CSc1nccn1C | 101 | -0.1
CC(C)CN(CCNC(=O)c1cc(-c2ccc(Cl)s2)nc2ccccc12)CC(C)C | 102 | -0.9
O=C(OCC(=O)N1CCOCC1)c1ccc(Cl)c(S(=O)(=O)N2CCCC2)c1 | 102 | 0
CC(C)c1c(O)nc(SCCN2CCOCC2)[nH]c1=O | 103 | 0.4
CCN(CC1COc2ccccc2O1)S(=O)(=O)c1ccc(C)cc1 (centres undefined) | 100 | 0.1
O=C1CCCc2nc3nc(-c4ccncc4)nn3cc21 | 100 | -0.7
Cc1cc(C)cc(NC(=O)CCN2C(=O)c3ccccc3Sc3ncccc32)c1 | 102 | -0.9
NC(=O)CSc1ncc2c(n1)-c1ccccc1N(Cc1ccc(Cl)cc1)S2(=O)=O | 108 | 0.1
N#Cc1ccc(OCc2nnc3n2CCC3)cc1 | 98 | -0.6
CC1(C)CC(=O)C2=C(C1)N(Cc1ccco1)C(=O)NC2(C(F)(F)F)C(F)(F)F | 99 | -0.4
CC1=C(C(=O)Nc2ccc(CC(=O)NCc3ccc4c(c3)OCO4)cc2)SCCO1 | 101 | -0.2
O=C(Cn1cnc2c(oc3ccccc32)c1=O)NCCc1ccccc1 | 96 | -0.8
CC(C)(C)OC(=O)NC1CCN(S(=O)(=O)c2ccc(OC(F)(F)F)cc2)CC1 | 103 | 0.3
Cc1onc(-c2ccccc2)c1C(=O)N1CCN(C(=O)C2COc3ccccc3O2)CC1 (centres undefined) | 105 | 0.5
O=C(CCCn1c(=O)c2cccn2c2ccccc21)NC1CCCc2ccccc21 (centres undefined) | 100 | -0.4
OCCNc1nc(N2CCN(c3ccccc3)CC2)nc2ccccc12 | 97 | -1
CCOC(=O)c1[nH]c(=O)[nH]c1CNc1ccccc1C#N | 101 | -0.4
CCCCc1nnc(SCC(=O)N2CCc3ccccc32)n1C | 102 | 0.3
O=c1cc[nH]c2cccc(Cc3ccccc3)c12 | 96 | -0.8
CCOC(=O)c1c(NC(C)=O)c2c3c(sc2n1Cc1cc(C)ccc1C)CCCC3 | 107 | -0.8

The results go on:
SMILES | PV pol inh | PV pol inh FP z-score
COc1cccc(C(=O)NC2(C(F)(F)F)C(=O)Nc3c2c(=O)[nH]c(=O)n3-c2ccc(C)cc2)c1 (centres undefined) | 105 | 0.1
Cc1nc(-c2ccccc2O)n[nH]1 | 101 | -0.1
Cn1c2nc(-[n+]3ccc(C(=O)[O-])cc3)nc-2c(O)n(C)c1=O | 100 | -0.4
COC(=O)CSc1nnc2n(Cc3ccc(C)cc3)c(=O)c3ccccc3n12 | 104 | 0.1
Cc1ccccc1CN1C=C(C(N)=O)C(C(F)(F)F)CC1 (centres undefined) | 100 | -0.4
CN(C)C(=O)N(C)C1CCS(=O)(=O)C1 (centres undefined) | 105 | 0.8
Cc1cc(C(=O)CN(Cc2ccco2)S(=O)(=O)/C=C/c2ccccc2)c(C)n1C | 101 | -0.3
CC(C)(C)NC(=O)CN1CCC(n2nnc3cc(F)ccc32)CC1 | 100 | -0.7
Cc1ccc2c(c1)NC(=O)C(CC(=O)NCCCN1CCN(c3cc(Cl)ccc3C)CC1)O2 (centres undefined) | 104 | 1.1
Nc1ccccc1C(=O)NCCc1ccncc1 | 110 | 0.8
CCC(C)NC(=O)C1CCN(Cc2nc(-c3ccc(OC)c(OC)c3)no2)CC1 (centres undefined) | 103 | 0.2
COCCN1C(=O)c2ccccc2C(C(=O)NCc2ccco2)C1c1c[nH]c2ccccc12 (centres undefined) | 103 | 0.6
OCCn1c(SCc2ccccc2)nc2ccccc21 | 102 | -0.1
Cc1ccc(C)c(-c2ccc(=O)n(C(C)C(=O)Nc3ccccc3C(F)(F)F)n2)c1 (centres undefined) | 105 | -0.3
N#Cc1c(/N=C/c2ccc3c(c2)OCO3)oc(-c2ccccc2)c1-c1ccccc1 | 99 | -0.7
N#Cc1c(NC(=O)/C=C/c2ccco2)sc2c1CCCC2 | 103 | 0.4
COc1cccc(CNC(=O)C2CCCN(c3nnc(-n4c(C)ccc4C)s3)C2)c1OC (centres undefined) | 103 | -1.4
CN(C)CCOC(=O)c1cc2ccccc2o1 | 103 | 0
CC(C)(C)c1cc(NC(=O)COC(=O)C2CC2)n(-c2ccccc2)n1 | 102 | -0.2
C=CCc1c(CCC)nc(SCC2CC2)[nH]c1=O | 97 | -0.8

2 entries from above, with each value named.
CN(C)C(=O)N(C)C1CCS(=O)(=O)C1 (centres undefined)
  PV pol inh = 105 | PV pol inh FP z-score = 0.8

Cc1cc(C(=O)CN(Cc2ccco2)S(=O)(=O)/C=C/c2ccccc2)c(C)n1C
  PV pol inh = 101 | PV pol inh FP z-score = -0.3

Later entries
SMILES | PV pol inh | PV pol inh FP z-score
CCOC(=O)N1CCN(S(=O)(=O)c2cc(OC)ccc2OC)CC1 | 100 | -0.4
Cc1ccc(C2Nc3ccccc3-n3c(-c4ccccc4)c4c(=O)n(C)c(=O)n(C)c4c32)o1 (centres undefined) | 131 | 4.2
O=c1oc2c3c(ccc2c2ccccc12)OCN(Cc1cccc(Cl)c1)C3 | 85* | -4.8*
O=C(Cn1cc(/C=C2\SC(=Nc3ccccc3)N(Cc3ccco3)C2=O)c2ccccc21)N1CCOCC1 | 103 | 0.3
Cc1cc(C)c(C#N)c(SCc2nc(COc3cccc(C(F)(F)F)c3)no2)n1 | 109 | 1.3
COc1ccc(CSc2nc(O)cc(=O)n2CC(C)C)cc1F | 104 | 0.2
Cc1cccc(C)c1-n1ncc(C(=O)O)c1C1CCN(C(=O)OC(C)(C)C)CC1 | 108 | 0.4
O=C(CCc1cn(Cc2ccc(F)cc2)c2ccccc12)NC1CCCC1 | 101 | -0.2
Cc1cc(C)n2nc(SCC(=O)N3CCC(C)CC3)nc2n1 | 108 | 0.4
COc1cccc(C(=O)NC(=NCCc2c[nH]c3ccc(OC)cc23)Nc2nc(C)cc(C)n2)c1 | 102 | -0.8
Cn1ccnc1SCC(=O)NC1CCCc2ccccc21 (centres undefined) | 103 | 0.2
COc1cc(SC)ccc1C(=O)NCC#N | 107 | 1.4
Cc1c(C(=O)c2ccc3c(c2)OCCO3)oc2ccc(Cl)cc12 | 103 | 0
Cc1ccc(N(C(=O)Cn2nnc3ccccc32)C(C(=O)NCc2ccco2)c2cccnc2)cc1C (centres undefined) | 103 | 0.5
O=C(Cc1ccc2c(c1)OCCO2)Nc1ccc(OC(F)(F)F)cc1 | 108 | 0.7
O=C(CCCn1c(=O)c2cccn2c2ccc(F)cc21)NCc1ccc(Cl)cc1 | 109 | 0.3
Cc1cc2c(=O)n(CC(=O)Nc3ccc(F)cc3F)cnc2s1 | 103 | 0.9
O=C(Nc1ccc(Cl)cc1)C(F)(F)F | 99 | -0.1
O=C1CCC2(C(=O)O)Sc3ccccc3N12 (centres undefined) | 100 | -0.4
Cn1c(=O)c(-[n+]2ccccc2)c([O-])c2ccccc21 | 102 | 0.5
